Screening data (PubChem BioAssay)
FLuc counter: counter-screen for miR-21 project: firefly luciferase inhibitors or activators; P08659; purified FLuc, Km substrates, luminescence inhibition; Potency, µM (doses to about 57.5 µM), for inactives: at the highest dose activity change, negative = inhibition, actives largely listed as inhibitors; 360,000 tested, 6.9% active; active = well fitted inhibition curve with a large enough effect; inconclusive = small, poorly fitted or top-dose-only effect;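 note: plate controls were vehicle for no effect and reference inhibitor for full effect; nearly all actives have a fitted effect of over 55% in size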
Target sequence (P08659 whole entry, looked up): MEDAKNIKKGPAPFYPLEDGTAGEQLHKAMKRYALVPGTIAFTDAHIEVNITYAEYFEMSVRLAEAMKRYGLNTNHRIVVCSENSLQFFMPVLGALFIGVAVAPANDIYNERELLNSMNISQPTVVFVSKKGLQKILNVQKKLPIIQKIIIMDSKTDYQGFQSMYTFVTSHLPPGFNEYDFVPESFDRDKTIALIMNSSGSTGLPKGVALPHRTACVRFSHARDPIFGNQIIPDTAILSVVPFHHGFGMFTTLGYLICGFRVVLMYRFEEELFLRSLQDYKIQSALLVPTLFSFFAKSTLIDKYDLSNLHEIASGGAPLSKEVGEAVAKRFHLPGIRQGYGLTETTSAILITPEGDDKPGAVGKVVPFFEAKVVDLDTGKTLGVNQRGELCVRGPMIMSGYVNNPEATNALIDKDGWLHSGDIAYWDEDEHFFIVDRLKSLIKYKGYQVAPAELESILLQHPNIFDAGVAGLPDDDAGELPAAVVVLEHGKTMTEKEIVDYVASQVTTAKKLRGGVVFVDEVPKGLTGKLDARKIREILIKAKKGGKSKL
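Purified P. pyralis luciferase (10nM final) with 10uM D-luciferin and 10uM ATP (Km levels) in 50mM Tris acetate pH 7.5, 10mM Mg acetate, 0.01% Tween-20, 0.05% BSA; qHTS 6-point titration, ~60 µM downward; luminescence read.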
Starred values were filed as active, the others as inactive; ? = inconclusive. Potency is the fitted concentration of half-maximal effect.

molecule	FLuc counter
COc1ccc(Cl)cc1NC(=O)c1cn(C2CCCC2)c(=O)c2c1c1ccccc1n2C	-2%
CCCNC(=O)c1ccc2c(c1)sc1nc(-c3ccc(C)cc3)cn12	4%
Cc1ccc(CNC(=O)Cn2ccn(-c3cc(C)cc(C)c3)c(=O)c2=O)cc1	-3%
Cc1ccc(-c2nnc(Nc3cccc(C(F)(F)F)c3)c3ccccc23)cc1S(=O)(=O)N1CCOCC1	-3%
CCOc1ccc(C(=O)Nc2ccc(C(=O)OCc3cc(=O)n4c(C)csc4n3)cc2)cc1	-10%
Cc1cccc(-n2ncc(C(=O)N3CCN(Cc4ccccc4)CC3)c2C2CCN(C(=O)OC(C)(C)C)CC2)c1	6%
CCCCNC(=O)c1c(-c2ccccc2)c(-c2ccccc2)nn(C)c1=O	-1%
Cc1cccc(CSc2nc3c([nH]c4ccccc43)c(=O)n2C)c1	-1%
CCOCCCNC(=O)C(NC(=O)C1CCC(C)CC1)C(C)C (stereo not drawn)	-1%
O=C(Cn1c(=O)nc(-c2ccccc2)c2ccccc21)Nc1ccc(Cl)c(C(F)(F)F)c1	0%
CC(C)c1ccc(NC(=O)c2cccc3c2C(=O)N(C2CCCCC2)C3)cc1	?
CC(=O)N1c2ccc(S(=O)(=O)NCC3CCC(C(=O)Nc4ccccc4C)CC3)cc2CC1C (stereo not drawn)	-6%
O=C(CN1c2ccccc2S(=O)(=O)c2ccccc21)Nc1cccc(C(F)(F)F)c1	-2%
Cc1ccc(-n2nnc(-c3nsc(NC(=O)c4cccc(Cl)c4)n3)c2C)cc1C	3%
COc1ccc(N2CCN(C(=O)NCc3noc4ccccc34)CC2)cc1	2%
CCn1c(C(=O)NCCc2ccc(OC)c(OC)c2)cc2sc(Cl)cc21	?
O=C(O)CCc1ccc(-c2ccccc2)n1CC(=O)Nc1ccccc1C(F)(F)F	-6%
CCOc1ccc(C(=O)Nc2ccc3oc(-c4ccncc4)nc3c2)cc1	-15%
CCN1CCN(C(c2cccc(F)c2)c2c(O)cc(C)n(Cc3ccco3)c2=O)CC1 (stereo not drawn)	-16%
COc1ccc(S(=O)(=O)N(Cc2nc(-c3ccccc3)no2)C2CCCCC2)cc1	3%
COCCNC(=O)c1nn(-c2ccc(Cl)cc2)nc1CO	?
COc1cccc(-c2nnc3n(Cc4ccccc4Cl)c(=O)c4ccccc4n23)c1O	0%
Cc1cc(-c2ccc(S(=O)(=O)Nc3cccc(C)c3C)s2)on1	?
Cc1ccccc1CNC(=O)CN(c1cccc(C)c1C)S(C)(=O)=O	-1%
COc1cccc(N2CC(NC(=O)C3CCCC3)CC2=O)c1 (stereo not drawn)	-2%
Cc1ccc(CNC(=O)CSc2nc(=O)[nH]c3c2CCCC3)cc1	0%
Cc1ccc2c(c1)c1c3n2CCN(C(=O)c2cccc(C(F)(F)F)c2)C3CCC1 (stereo not drawn)	-5%
Cc1oc(C)c2c(=O)cc(-c3ccc4c(c3)OCO4)cc(OC(=O)c3ccccc3Br)c12	-29%
Cc1c(/C=C(\C#N)C(=O)Nc2cccc(Cl)c2)c2ccccc2n1Cc1ccccc1	6%
Cc1ccc(NC(=O)Cn2cnc3nc4c(cc3c2=O)CCCC4)cc1Cl	2%

Retrieved by structure from the list above, 4 records:
molecule	FLuc counter
CCN1CCN(C(c2cccc(F)c2)c2c(O)cc(C)n(Cc3ccco3)c2=O)CC1 (stereo not drawn)	-16%
CC(C)c1ccc(NC(=O)c2cccc3c2C(=O)N(C2CCCCC2)C3)cc1	?
Cc1ccc(-n2nnc(-c3nsc(NC(=O)c4cccc(Cl)c4)n3)c2C)cc1C	3%
O=C(O)CCc1ccc(-c2ccccc2)n1CC(=O)Nc1ccccc1C(F)(F)F	-6%

(more compounds)
molecule	FLuc counter
CCOCCCNC(=O)C(c1ccccc1)N1Cc2ccccc2C1=O (stereo not drawn)	-1%
Cc1ccccc1Cn1cc(CCC(=O)NCc2cccc(Br)c2)c2ccccc21	-7%
CC1=C(c2ccc(C)c(C)c2)S(=O)(=O)N(Cc2ccc(C(=O)Nc3cc(F)ccc3F)cc2)C1=O	-2%
Cc1nc2ccccc2n1CCc1nc2c3ccccc3nc(SCc3ccc(F)cc3)n2n1	-2%
Cc1ccc(-n2ncc(C(=O)Nc3c(Cl)cccc3Cl)c2C2CCNCC2)cc1	-1%
CCCc1cc(=O)[nH]c(Nc2cc(Cl)cc(Cl)c2)n1	-3%
COc1ccc2nc(SCC(O)c3cccc(Br)c3)[nH]c2c1 (stereo not drawn)	?
O=C(CCC1N=C2c3ccccc3N=C(SCc3ccc(Cl)cc3)N2C1=O)N1CCN(c2ccccc2)CC1 (stereo not drawn)	5%
COc1ccc(NC(=O)c2sc3nc(C)c(C(=O)Nc4ccc(C)cc4C)c(-c4sccc4C)c3c2N)cc1	0%
CCc1cccc(NC(=O)Cn2c(=O)n(CCC(=O)NCc3ccccc3Cl)c(=O)c3sccc32)c1	3%
CCOc1ccc(NC(=O)c2noc3c2CSc2ccccc2-3)cc1	0%
CCN(c1ccccc1)S(=O)(=O)c1cc(-c2onc(C)c2C)ccc1OC	-2%
CCNC(=O)Cn1c(-c2cccs2)cc2ccccc21	0%
O=C(CN1CCCN(Cc2ccccc2Cl)S1(=O)=O)Nc1ccc2c(c1)OCCO2	-17%
CCOc1ccc2oc(=O)cc(CN3CCN(Cc4ccc(F)cc4)CC3)c2c1	-8%
O=C(CN1CCCN(Cc2ccccc2F)S1(=O)=O)Nc1ccc(F)c(Cl)c1	-11%
O=C(Cn1ncc2c3ccccc3n(Cc3ccccc3)c2c1=O)NCc1ccccc1	0%
Cc1c(Cl)cccc1NC(=O)CSc1ncnc2c1sc1ccccc12	-1%
Cc1ccc(-n2ncc3c(N4CCCCCC4)ncnc32)cc1Cl	0.43µM*
COc1cccc(NC(=O)/C(C#N)=C\c2cn(Cc3ccc(C)cc3)c3ccccc23)c1	-2%
CCOc1ccc(CCNC(=O)CCCc2nnc3n(CC)c(=O)c4sccc4n23)cc1OCC	-1%
O=C(NCc1cccc(Cl)c1)NCc1noc2ccccc12	-11%
CCOC(=O)c1ccccc1NC(=O)c1cnc(N2CCOCC2)c2ccccc12	0%
CC(=O)N1CCCc2cc(S(=O)(=O)N3CCCCC3)ccc21	-3%
CCCc1nnc(NC(=O)Cc2coc3ccc(C(C)C)cc23)s1	-4%
COc1cc(/C=C/c2nc(C#N)c(NC3CCCCC3)o2)cc(OC)c1OC	?
CCn1cc(S(=O)(=O)c2ccc(C)cc2C)c(=O)c2cc(F)c(N3CCCC3)cc21	2%
CCSc1ncc(Cl)c(C(=O)N(Cc2ccccc2)c2ccc(OC)cc2)n1	-9%
COc1ccc(CNC(=O)Cn2ccc3cc(S(=O)(=O)N4CCCCCC4)ccc32)c(OC)c1	0%
COc1ccc(CCNc2nc3c(c(=O)n(C)c(=O)n3C)n2Cc2ccc(F)cc2)cc1OC	-1%

Later entries.
molecule	FLuc counter
CCc1c(C)sc2c1CCN(Cc1ccccc1F)C2c1ccccc1 (stereo not drawn)	-1%
Cc1ccc(NC(=O)c2sc3nc4c(cc3c2N)CN(Cc2ccccc2)CC4)cc1	-2%
Cc1cc(C)cc(NS(=O)(=O)c2ccc3[nH]cc(C(=O)NCCc4ccccc4)c(=O)c3c2)c1	-16%
COc1cccc(CNC(=O)Cn2c(SCC(=O)Nc3ccc(F)cc3)nc3ccccc32)c1	1%
CC(C)Oc1ccc(CNC(=O)CN2C(=O)CCn3nc(-c4cn(C)c5ccccc45)cc32)cc1	-16%
CCCCN(CC)C(=O)c1c[nH]c2ccc(S(=O)(=O)Nc3cccc(OC)c3)cc2c1=O	?
CCCn1c2ccccc2c2cnn(CC(=O)N(CCCOC(C)C)Cc3ccco3)c(=O)c21	-14%
CCOC(=O)N1CCc2c(sc3c2c(=O)n(-c2ccc(Cl)cc2)c(=O)n3Cc2cccc(C)c2)C1	2%
CSc1ccc(CNC(=O)CCn2ccc3cc(S(=O)(=O)N4CCC(C)CC4)ccc32)cc1	-4%
COc1ccc(-c2nc3cc(C(C)C)ccc3o2)cc1NC(=O)c1ccc(C)c(Cl)c1	-1%
COCCn1c(=NC(=O)c2ccc3c(c2)OCCO3)sc2cc(NC(C)=O)ccc21	-25%
Cc1ccc(CCNC(=O)c2cc(-c3ccc(Cl)cc3)n[nH]2)cc1	0%
NC(=O)c1ccccc1NC(=O)C1CCCN(c2ncnc3onc(-c4ccc(F)cc4)c23)C1 (stereo not drawn)	-14%
COc1cc(NC(=O)Cn2cnc3c2c(=O)n(C)c(=O)n3C)c(OC)cc1Cl	-6%
CCn1c2ccccc2c2nnc(SCC(=O)Nc3ccccc3OC)nc21	-11%
CCOCCCNC(=O)c1ccc(-c2nc(CS(=O)(=O)c3ccccc3)c(C)o2)cc1	-10%
CCC(=O)N1CCc2cc(S(=O)(=O)NC(Cc3ccccc3)C(=O)Nc3cccc(OC)c3)ccc21 (stereo not drawn)	-1%
FC(F)(F)c1cccc(N2CCN(Cc3nnc(-c4ccc5c(c4)OCO5)o3)CC2)c1	6%
COc1ccc(-c2nc3ccccc3o2)cc1NC(=O)c1ccc(N2CCC(C)CC2)c([N+](=O)[O-])c1	?
Cc1ccc(CN(C(=O)c2ccccc2Br)C2CCS(=O)(=O)C2)o1 (stereo not drawn)	3%
Cc1cc(C)c(S(=O)(=O)NCc2csc(-c3ccccc3)n2)c(C)c1	-19%
COc1ccccc1CNc1ncnc2onc(-c3ccc(F)cc3)c12	-14%
COc1ccccc1C(=O)Nc1ccc(-c2nc3cc(C)cc(C)c3o2)cc1	-3%
O=C(NCc1ccc(Cl)cc1)C1CCCN(c2ncnc3onc(-c4ccc(F)cc4)c23)C1 (stereo not drawn)	-11%
CCc1cccc(NC(=O)c2ccc3c(c2)c(C)c(C)n3Cc2ccc(F)cc2)c1	0%
Cc1cc(C)cc(-n2c(C)cc(C(=O)C(=O)Nc3nnc(C)s3)c2C)c1	-5%
COCc1oc2ccc(NS(=O)(=O)c3ccc(C)cc3)cc2c1C(=O)OC	?
COc1ccc2c(c1)CCc1c(C(=O)Nc3ccc(F)c(Cl)c3)noc1-2	6%
CCOc1ccc(-c2cc(C(=O)NCc3ccc(OCC)c(OC)c3)[nH]n2)cc1	-11%
CCN(CC)S(=O)(=O)c1cc(-c2ccc(=O)n(C(C)C(=O)Nc3cccc(C#N)c3)n2)ccc1C (stereo not drawn)	-11%

Some of the entries so far, field by field.
COc1ccccc1CNc1ncnc2onc(-c3ccc(F)cc3)c12
  FLuc counter: -14%
COc1ccccc1C(=O)Nc1ccc(-c2nc3cc(C)cc(C)c3o2)cc1
  FLuc counter: -3%
O=C(NCc1ccc(Cl)cc1)C1CCCN(c2ncnc3onc(-c4ccc(F)cc4)c23)C1 (stereo not drawn)
  FLuc counter: -11%

More records
molecule	FLuc counter
CCOc1ccc(C(c2c(O)cc(C)n(CCOC)c2=O)N2CCN(c3ccccc3F)CC2)cc1 (stereo not drawn)	?
COc1cccc(CNC(=O)c2ccc(-n3c(C)cc4c3CCCC4)cc2)c1	-3%
COc1cc(NS(=O)(=O)c2ccc3c(c2)CC(C)N3C(=O)C2CCC2)cc(OC)c1OC (stereo not drawn)	-16%
CCOC(=O)c1ccc(NC(=O)c2oc(=O)c3ccccc3c2-c2ccccc2)cc1	3%
CC(CCc1ccccc1)NC(=O)Cn1ncc2c3ccccc3n(Cc3ccccc3)c2c1=O (stereo not drawn)	-5%
COC(=O)c1c(NC(=O)c2ccc(S(=O)(=O)N3CCCCC3)cc2)sc2c1CCN(C)C2	2%
COc1cc(OC)cc(-c2cc3nc(C)c(CCC(=O)Nc4ccc(C(C)=O)cc4)c(C)n3n2)c1	-14%
O=C(Nc1cc2c(cc1C(=O)c1ccccc1Cl)OCCO2)c1ccc(Br)cc1	-9%
Cc1ccc(-c2nnc(SCC(=O)NC3CCCC3)nc2-c2ccc(C)cc2)cc1	-9%
COc1ccc(S(=O)(=O)N2Cc3ccccc3CC2C(=O)Nc2cccc(C)c2)cc1OC (stereo not drawn)	6%
COc1ccc(NC(=O)c2cc3c(=O)n(Cc4ccco4)ccc3nc2C)cc1	-6%
Cc1nc(N2CCCC2)c2c(C(=O)Nc3cccc(Cl)c3)c(C)oc2n1	28%
COc1ccc(C(=O)N(c2ccc(C)cc2)S(=O)(=O)c2ccc(C)cc2)cc1	-1%
CCC1CN(C(=O)N2CCC(C(=O)NCCN(CC)CC)CC2)c2ccccc2O1 (stereo not drawn)	-6%
Cc1ccc(OC(=O)CSc2nnc(-c3cccs3)o2)cc1	-2%
COc1ccccc1CNC(=O)c1sc2nc3n(c(=O)c2c1C)CCC3	6%
CCc1c(C)sc2c1CCN(Cc1ccc(C#N)cc1)C2c1ccccc1 (stereo not drawn)	5%
CCOc1ccccc1NC(=O)Cn1c(=O)ccc2cc(S(=O)(=O)N3CCC(C)CC3)ccc21	-7%
CCc1ccccc1Nc1cc(C(=O)NCc2ccc(C)cc2)c2ccccc2n1	-3%
CCOc1ccccc1CNC(=O)CN(c1ccc(C)cc1)S(=O)(=O)N(C)C	0%
Cc1cccc(C(=O)Nc2sc3c(c2C(=O)Nc2ccccc2)CCC3)c1	?

This is a subset; the hit share may differ from the screen's.
